Screening results deposited in PubChem by Johns Hopkins Ion Channel Center.
KCNQ2 block: KCNQ2 potassium channel inhibitors, primary screen, cell-based, CHO-K1, FluxOR thallium flux, B-score (AID 2156); O88943; 20 min; stronger effect = lower value; actives 1.1% (n = 310,000); B-score at 10 µM;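 active = fluorescence ratio B-score at most minus 3 library SDs, with starting brightness B-score within 2 library SDs, cut at about -5.5 in these data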
CHT inh: inhibits the human high affinity choline transporter; AID 488975; B-score at 10 µM; actives 0.86% (n = 310,000); Q9GZV3; CHT-expressing cells, membrane potential dye, choline response; stronger effect = lower value;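 active = B-score over 3 SD under the library average, and starting fluorescence ratio not unusually high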;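 note: choline stimulus applied at its EC90 after an EC20 pre-addition; B-score computed on integrated fluorescence ratio after choline addition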
Target sequence (Q9GZV3 whole entry, looked up): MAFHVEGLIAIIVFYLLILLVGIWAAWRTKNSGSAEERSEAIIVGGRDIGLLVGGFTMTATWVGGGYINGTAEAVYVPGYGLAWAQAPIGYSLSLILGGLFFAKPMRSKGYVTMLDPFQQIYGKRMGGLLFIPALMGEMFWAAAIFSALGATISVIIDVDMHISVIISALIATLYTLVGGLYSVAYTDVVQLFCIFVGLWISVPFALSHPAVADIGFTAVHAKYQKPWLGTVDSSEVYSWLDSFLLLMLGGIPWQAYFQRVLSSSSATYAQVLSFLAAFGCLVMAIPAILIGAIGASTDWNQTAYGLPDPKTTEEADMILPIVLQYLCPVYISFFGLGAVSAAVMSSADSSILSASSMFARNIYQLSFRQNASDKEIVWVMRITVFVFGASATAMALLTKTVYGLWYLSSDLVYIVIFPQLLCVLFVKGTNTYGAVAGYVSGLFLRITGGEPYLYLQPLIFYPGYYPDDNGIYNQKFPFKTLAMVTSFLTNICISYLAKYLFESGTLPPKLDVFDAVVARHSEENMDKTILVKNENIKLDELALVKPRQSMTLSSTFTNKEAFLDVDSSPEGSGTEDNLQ
* hit, by the source's call; i = inactive; . = not tested or not shown.

SMILES	KCNQ2 block	CHT inh
COc1cc(NC(=O)CCNS(=O)(=O)c2cc(Br)cnc2N)cc(OC)c1	i	i
CC(C)c1nc(CNC(=O)CC2C(=O)NCCN2Cc2cccc(F)c2F)cs1 (configuration not stated)	i	i
O=C(Cc1ccccc1)NC(=S)Nc1cccc(C(F)(F)F)c1	i	i
CCCCN(C(=O)c1ccc(C)o1)c1c(N)n(CCCC)c(=O)[nH]c1=O	i	i
CC1CCCN(CCOCCOc2ccc(Br)cc2Cl)C1 (configuration not stated)	i	i
O=C1C=C(c2ccc3[nH]ccc3c2)CCC1	i	i
COc1ccc(NC(C)C(=O)Nc2cc(C(F)(F)F)ccc2N2CCOCC2)c(OC)c1 (configuration not stated)	i	i
C=CCN(CC=C)CCCOc1ccc(C)cc1OC	i	i
COc1cccc(NC(=S)NN2CCN(C)CC2)c1	i	i
COC(=O)C(C)Sc1nnc2n(-c3cccc(C)c3)c(=O)c3c4c(sc3n12)CCCC4 (configuration not stated)	i	i
O=S(=O)(Nc1cccnc1)c1cccc(Cl)c1	i	i
COc1ccccc1CCC(=O)Nc1ncc(C)s1	i	i
CCOc1cc(/C=N/NC(=O)c2cc(C)[nH]n2)ccc1OC(=O)c1ccc([N+](=O)[O-])cc1	i	i
CCCCn1c(N)c(N(Cc2ccccc2OC)C(=O)CN2C(=O)NC3(CCCC3)C2=O)c(=O)[nH]c1=O	i	i
Cc1nc2c(cc(Oc3ccc(S(=O)(=O)N4CCOCC4)cn3)c3ccsc32)s1	i	i
Cc1ccc(C)c(OCC(=O)O/N=C(\N)c2cccc([N+](=O)[O-])c2)c1	i	i
Nc1nc(SCc2ccccc2)[nH]c(=O)c1-c1ccccc1	i	i
Cc1ccc(C(=O)/C=C2/NC(=O)CS2)cc1	i	i
CCOC(=O)/C(=N/Nc1ccccc1)c1csc(Nc2ccccc2)n1	i	i
Cc1ccc(C(C(=O)NC2CCCC2)N2CCCCC2)cc1 (configuration not stated)	i	i
Cc1csc(NC(=O)CSc2ccc(-c3ccc(F)cc3)nn2)n1	i	i
Cc1[nH]nc(-c2ccc(O)cc2O)c1-c1ccc(Cl)cc1	i	i
COc1cccc(CNC(=O)COC(=O)CCCNC(=O)c2ccc(Cl)cc2)c1	i	i
O=c1[nH]c(=S)[nH]cc1S(=O)(=O)c1cccc(Cl)c1	i	i
COC(=O)CCSCC(=O)Nc1cc(C)on1	i	i
Cc1c(N=C2N=C(NC(=O)Nc3ccc(Cl)cc3)c3ccccc32)c(=O)n(-c2ccccc2)n1C	i	i
CC(=O)Nc1ccc(/C=N/NC(=S)NC(C)C)cc1	i	i
CCCCc1nnc(NC(=O)COc2ccc3c(C)cc(=O)oc3c2)s1	i	i
Cc1ccccc1-n1ncc2c(SCC(=O)NC3CCCC3)ncnc21	i	i
Brc1c(-c2ccc3c(c2)OCO3)nc2ncccn12	i	i
CC(C)=NN1C(=O)c2ccccc2NC1(C)C	i	i
O=C(O)c1ccccc1Nc1ccc2nonc2c1[N+](=O)[O-]	i	.
COc1ccc(C(=O)CC(CC(=O)c2ccc(OC)cc2)C(=O)O)cc1	i	i
Cc1ccc(C2CC(C(F)(F)F)n3nc(C(=O)Nc4c(C)n(C)n(-c5ccccc5)c4=O)cc3N2)cc1 (configuration not stated)	i	i
COc1cccc(-c2nc(NCc3cccnc3)c3ccccc3n2)c1O	i	i
CC(=O)N1CCN(C2=Nc3cccc4cccc2c34)CC1	i	i
COc1cc(CN2CCN(CCCc3ccccc3)CC2CCO)cc(OC)c1 (configuration not stated)	i	i
CCCN(CCC)S(=O)(=O)c1ccc(C(=O)O)cc1	i	i
O=C(Nc1ccccc1C(F)(F)F)c1ccccn1	i	i
COc1cccc(CNC(=O)c2ccccc2SCC(=O)N2CCCC2)c1	i	i
COc1cc(/C=C2\SC(=O)N(c3ccc(O)cc3)C2=O)cc(OC)c1OC	i	i
Cc1nc2ccc(NS(=O)(=O)c3ccc(F)c(C)c3)cc2[nH]1	i	i
O=S(=O)(Oc1ccc(Cl)cc1)c1cccc2cccnc12	i	i
COc1ccc(NC(=O)C2CCN(S(=O)(=O)c3ccc4c(c3)NC(=O)C(C)S4)CC2)cc1 (configuration not stated)	i	i
Cc1ccc(/C(O)=C2\C(=O)C(=O)N(C)C2c2cccc([N+](=O)[O-])c2)cc1 (configuration not stated)	i	i
CN=C1SC(CC(=O)Nc2ccc(C(=O)O)cc2)C(=O)N1C (configuration not stated)	i	i
CCN(CC)C(=O)CSc1nnc(-c2cccc(OC)c2)o1	i	i
COc1ccc(/C=N\NC(=O)c2ccccc2F)cc1COc1ccc(F)cc1	i	i
O=C(NNc1ccc(C2CCCCC2)cc1)C(O)(c1ccccc1)c1cccs1 (configuration not stated)	i	i
O=C(c1ccco1)N1CCN(Cc2ccc(Cl)cc2)CC1	i	i
N#CCCn1cc(/C=N/O)c(-c2ccc(F)cc2)n1	i	i
Cc1nc2ccc(S(=O)(=O)NCC(=O)Nc3ccc(F)cc3)cc2s1	i	i
Cc1cc(C)cc(NC(=O)[C@H](NC(=O)[C@@H]2Cc3ccccc3CN2)c2ccccc2)c1	i	i
O=C(NC(=S)Nc1cc(Cl)ccc1N1CCOCC1)c1ccccc1[N+](=O)[O-]	i	i
COc1ccccc1-n1cc(-c2ccccc2)c2c(=S)nc[nH]c21	i	i
CC1(C)CC(N2CN(C3CCCCC3)CC2=O)CC(C)(C)N1	i	i
CN(Cc1ccccc1)S(=O)(=O)c1ccc2c(c1)CCC(=O)N2	i	i
Cc1ccsc1CN(C(=O)c1ccc([N+](=O)[O-])cc1)C1CCS(=O)(=O)C1 (configuration not stated)	i	i
CCOc1ncccc1C(=O)OCC(=O)c1cc(OC)ccc1OC	i	i
O=C(Nc1nncs1)c1ccccc1NS(=O)(=O)c1cccs1	i	i

The listing continues:
SMILES	KCNQ2 block	CHT inh
O=C(NCCCNCc1ccccc1)c1ccc(/C=N/O)nc1	i	i
Cc1ccc(C)c(NC(=O)CN2C(=O)COc3ccc(S(=O)(=O)N4CCCC4)cc32)c1	i	i
COc1ccccc1/C=C1\SC(=O)N(CCC(=O)N2CCCCC2CCO)C1=O (configuration not stated)	i	i
CCCNC(=O)c1ccccc1NC(=O)Cc1ccc(OC)c(S(=O)(=O)N2CCOCC2)c1	i	i
Cc1cc(C)cc(NC(=S)N2CCN(c3ncc(C(F)(F)F)cc3Cl)CC2)c1	i	i
COc1ccc(N(CC(=O)N/N=C/c2ccc(OC3CSC3)cc2)S(=O)(=O)c2ccccc2)cc1	i	i
Cc1cccc(-c2cc3nc4c(c(N5CCOCC5)n3n2)CCCC4)c1	i	i
Cc1sc2ncnc(N3CCC(C(=O)NNC(=O)c4ccccc4Cl)CC3)c2c1C	i	i
O=[N+]([O-])c1cc(C(F)(F)F)ccc1NCCCCNS(=O)(=O)c1ccc(Cl)cc1	i	i
Cc1ccc(-c2ccc(=O)n(CC(=O)NCCN3CCCCC3C)n2)cc1 (configuration not stated)	i	i
O=C(/C=C/c1cccs1)N1CCc2ccccc21	i	i
O=C(Cn1cnc2ccccc21)NCc1ccccc1	i	i
COc1ccc(-c2cc(C(=O)Nc3ccc(C(N)=O)cc3)c3ccccc3n2)cc1OC	i	i
CC(C)NC(=O)CSc1nc2sccc2c(=O)n1-c1ccccc1	i	i
Cc1ccc(C(=O)CCS(=O)(=O)c2ccc(F)cc2)cc1	-6.3*	i
COc1ccc(CNCCC(c2ccc(F)cc2)c2ccc(OC(C)C)cc2)cc1OC (configuration not stated)	i	i
Cc1ccc(NC(=S)N2CCC(NC(=O)C3CCCCC3)CC2)cc1C	i	i
Cc1ccc(C(=O)N/N=C/c2ccc(OC(=O)c3ccccc3Cl)cc2)cn1	i	i
O=C(N/N=C/c1ccccc1F)NC12CC3CC(CC(C3)C1)C2	i	i
CCOc1ccc(OCC)c(NC(=O)CCS(=O)(=O)c2ccc(C)cc2)c1	i	i
Cc1cccc(-n2nnnc2SCC(=O)c2cc(C)n(Cc3ccco3)c2C)c1	i	i
Cn1c(-c2ccc3c(c2)OCO3)cnc1N	i	i
CC1(C)C2CCC(C2)C1C/C=N/NC(N)=S (configuration not stated)	i	i
N=c1c(S(=O)(=O)c2ccc(F)cc2)cc2c(=O)n3ccccc3nc2n1CC1CCCO1 (configuration not stated)	i	i
O=C(Cc1cccc(C(F)(F)F)c1)NCc1cccnc1	i	i
COC(=O)CSc1nnc(-c2ccc(OC)cc2OC)o1	i	i
Cc1cc2ncn(-c3ncnc4sc(C)c(C)c34)c2cc1C	i	i
COC(=O)c1[nH]c(C)c(/C(O)=C2\C(=O)C(=O)N(CCN(C)C)C2c2ccccc2OC)c1C (configuration not stated)	i	i
CCCSc1ccc([C@H]2N[C@@](C)(C(=O)OC)[C@H]3C(=O)N(C)C(=O)[C@@H]23)cc1OC	i	i
O=C(NCc1cccs1)Nc1cccc(Cl)c1	i	i
O=[N+]([O-])C1=CC=C2C(=NC3(CCCCC3)N2O)C1=NCCO	i	i
CC#CCCCC(=O)Nc1ccc(C(=O)O)cc1	i	i
CCc1ccc(NC(=S)N(Cc2cccnc2)Cc2ccco2)cc1	i	i
CCOC(=O)Cn1cc(-c2ccccc2)nn1	i	i
Cc1ccc(OCC(=O)Nc2nnc(C3CCCO3)s2)c(Br)c1 (configuration not stated)	i	i
Cc1cccc(-n2nc3c(c2NC(=O)c2ccc(Br)o2)CSC3)c1	-9*	i
O=C(c1cn2ccccc2n1)N1CCCC(Nc2ccc(F)c(F)c2)C1 (configuration not stated)	i	i
Oc1ccc2ccccc2c1C=Nc1ccccc1Br	i	i
CCN(CC)C(=O)c1cc2c(=O)c3cc(F)ccc3oc2nc1C	-9.6*	i
O=C(Nc1c2c(nn1-c1ccccc1)CS(=O)(=O)C2)c1cccs1	i	i
O=C(OCC(=O)N(Cc1ccccc1)Cc1ccccc1)c1ccccc1NCCO	-7.5*	i
Cc1[nH]c2ccccc2c1/C=N/Nc1nc(N2CCCCC2)nc(N2CCCCC2)n1	i	i
CN(C)CCCNC(=S)Nc1ccc(-c2ccccc2)cc1	i	i
O=C(Nc1cnc2sc3c(n2c1=O)CCCC3)c1ccc(F)cc1	i	i
Cn1c(=O)c2ncn(CC(=O)NCCC3=CCCCC3)c2n(C)c1=O	i	i
Cc1nc2nc(SCC(=O)N3CCOCC3)nn2c(C)c1Cc1ccccc1	i	i
COc1cc(/C=C(\C#N)c2nc3ccccc3o2)ccc1O	i	i
O=C(NCC1(N2CCOCC2)CCCCC1)c1ccc(Cl)c(S(=O)(=O)NCc2ccco2)c1	i	i
COC(=O)C1C(=O)c2c([nH]c(C(=O)OC3CCCC3)c2C)CC1C (configuration not stated)	i	i
Cc1c(Cl)cccc1NC(=O)COc1ccc(S(=O)(=O)N2CCOCC2)cc1	i	i
Cc1ccc(NS(=O)(=O)c2ccc3c(c2)NC(=O)C(C)C(=O)N3)cc1C (configuration not stated)	i	i
O=C1CC(N2CCN(c3ccc(C(=O)c4ccc(F)cc4)cc3)CC2)C(=O)N1 (configuration not stated)	i	i
COc1ccc(N2CCN(C(=O)c3sc4ncn(CC(=O)N5CCCCC5C)c(=O)c4c3C)CC2)cc1 (configuration not stated)	i	i
O=S(=O)(N1CCCCC1)n1nnc2ccccc21	i	i
CCCCc1ccc(NC(=O)c2ccc(N(C)S(C)(=O)=O)cc2)cc1	i	i
COc1cc(C2=NOC(C(=O)NCc3cccs3)C2)cc(OC)c1OC (configuration not stated)	i	i
CCOc1ccc2oc(C(=O)N(CC)CC(=O)Nc3c(F)cccc3F)c(C)c2c1	i	i
CCOC(=O)C1=NN(c2ccc(C)cc2)C2(S1)SC(C(C)=O)=C(C)N2c1ccccc1 (configuration not stated)	i	i
Cn1c(=O)oc2cc(S(=O)(=O)N3CCCC(C(=O)NCc4cccs4)C3)ccc21 (configuration not stated)	i	i
CCOC(=O)c1sc(C)nc1C1CCN(C(=O)OCC)CC1	i	i

Later entries.
SMILES	KCNQ2 block	CHT inh
COc1cc(-c2nc3cnccc3n2C)cc(OC)c1OC	i	i
O=C(CN1CCN(c2cccc(Cl)c2)CC1)NC1CCCc2ccccc21 (configuration not stated)	i	i
N#CC(C#N)=C1NC2(CCCC2)Cc2ccccc21	i	i
CCOc1ccc(/C=C(\C)C(=O)c2c(C)cc(C)[nH]c2=O)cc1	i	i
COc1ccc(CN2CCC(C(=O)N3CCCC(C)C3)CC2)cc1OC (configuration not stated)	i	i

In the list so far, 17 contain a Cl atom.
SMILES	KCNQ2 block	CHT inh
CC1CCCN(CCOCCOc2ccc(Br)cc2Cl)C1 (configuration not stated)	i	i
O=S(=O)(Nc1cccnc1)c1cccc(Cl)c1	i	i
Cc1[nH]nc(-c2ccc(O)cc2O)c1-c1ccc(Cl)cc1	i	i
COc1cccc(CNC(=O)COC(=O)CCCNC(=O)c2ccc(Cl)cc2)c1	i	i
O=c1[nH]c(=S)[nH]cc1S(=O)(=O)c1cccc(Cl)c1	i	i
Cc1c(N=C2N=C(NC(=O)Nc3ccc(Cl)cc3)c3ccccc32)c(=O)n(-c2ccccc2)n1C	i	i
O=S(=O)(Oc1ccc(Cl)cc1)c1cccc2cccnc12	i	i
O=C(c1ccco1)N1CCN(Cc2ccc(Cl)cc2)CC1	i	i
O=C(NC(=S)Nc1cc(Cl)ccc1N1CCOCC1)c1ccccc1[N+](=O)[O-]	i	i
Cc1cc(C)cc(NC(=S)N2CCN(c3ncc(C(F)(F)F)cc3Cl)CC2)c1	i	i
Cc1sc2ncnc(N3CCC(C(=O)NNC(=O)c4ccccc4Cl)CC3)c2c1C	i	i
O=[N+]([O-])c1cc(C(F)(F)F)ccc1NCCCCNS(=O)(=O)c1ccc(Cl)cc1	i	i
Cc1ccc(C(=O)N/N=C/c2ccc(OC(=O)c3ccccc3Cl)cc2)cn1	i	i
O=C(NCc1cccs1)Nc1cccc(Cl)c1	i	i
O=C(NCC1(N2CCOCC2)CCCCC1)c1ccc(Cl)c(S(=O)(=O)NCc2ccco2)c1	i	i
Cc1c(Cl)cccc1NC(=O)COc1ccc(S(=O)(=O)N2CCOCC2)cc1	i	i
O=C(CN1CCN(c2cccc(Cl)c2)CC1)NC1CCCc2ccccc21 (configuration not stated)	i	i
